PAFAH1B3 inh: blocks human PAF acetylhydrolase 1B catalytic subunit 3; hit rate 0.28% among 340,000; inhibition, % at 3.39 µM; recombinant PAFAH1B3, FP-rhodamine probe, fluorescence polarization; Q15102; AID 492972;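 active means inhibition above the screen-wide average of all tested compounds plus 3 SD, cut at about 25% in these data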;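 further: 0% = enzyme with DMSO only and 100% = wells lacking PAFAH1B3 protein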
Target sequence (Q15102 whole entry, looked up): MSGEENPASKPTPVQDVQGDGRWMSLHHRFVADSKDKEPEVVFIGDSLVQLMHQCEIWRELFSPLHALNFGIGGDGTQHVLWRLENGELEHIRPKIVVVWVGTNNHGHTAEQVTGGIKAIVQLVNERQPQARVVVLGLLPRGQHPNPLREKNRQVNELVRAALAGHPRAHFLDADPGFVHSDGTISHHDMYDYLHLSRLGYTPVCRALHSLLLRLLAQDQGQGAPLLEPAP
PAFAH1B2 inh: inhibitors of human PAFAH1B2; P68402; recombinant PAFAH1B2, FP-rhodamine activity probe, fluorescence polarization; inhibition, % at 3.39 µM; hit rate 1.2% among 340,000; AID 492953;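 active means inhibition above the mean of all tested compounds plus 3 SD, cut at about 24% in these data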;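 further: 0% = enzyme with DMSO and 100% = wells lacking PAFAH1B2; many of its hits are not listed in these tables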
Target sequence (P68402 whole entry, looked up): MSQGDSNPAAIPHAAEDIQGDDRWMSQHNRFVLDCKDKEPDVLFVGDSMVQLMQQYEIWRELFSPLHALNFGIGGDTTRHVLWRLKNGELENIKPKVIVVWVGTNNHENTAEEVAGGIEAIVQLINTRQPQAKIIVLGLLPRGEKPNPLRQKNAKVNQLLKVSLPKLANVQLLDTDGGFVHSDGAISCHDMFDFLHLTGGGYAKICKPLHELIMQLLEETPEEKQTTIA
PAD4 FP inh: blocks human protein arginine deiminase 4. recombinant PAD4, RCA probe fluorescence polarization. inhibition, % at 6.36 µM. hit rate 0.41% among 330,000;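 active means percent inhibition above a cutoff equal to the mean of all tested compounds plus 3 SD, cut at about 15% in these data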;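 further: 0% = PAD4 with RCA probe and DMSO and 100% = probe without PAD4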
PAFAH2 inh: inhibitors of human PAFAH2; Q99487; recombinant PAFAH2, FP-rhodamine activity probe, fluorescence polarization; hit rate 0.99% among 340,000; inhibition, % at 3.39 µM;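 active means inhibition above the mean over all tested compounds plus 3 SD, cut at about 30% in these data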;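 further: inhibitors block probe labeling of enzyme so polarization drops; 0% = enzyme with DMSO and 100% = wells lacking PAFAH2 protein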
LYPLA1 counter: counter-screen for PME1 inhibitors: inhibitors of human LYPLA1 | AID 2174 | hit rate 0.16% among 320,000 | recombinant LYPLA1, FP-Rh probe fluorescence polarization | inhibition, % at 5.9 µM | O75608;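 active means inhibition above the mean of all tested compounds plus 3 SD, set per campaign, cut at about 14% in these data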;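 further: inhibitors block serine hydrolase probe labeling of LYPLA1 so polarization falls; 0% = enzyme with DMSO and 100% = wells lacking LYPLA1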
Target sequence (O75608 whole entry, looked up): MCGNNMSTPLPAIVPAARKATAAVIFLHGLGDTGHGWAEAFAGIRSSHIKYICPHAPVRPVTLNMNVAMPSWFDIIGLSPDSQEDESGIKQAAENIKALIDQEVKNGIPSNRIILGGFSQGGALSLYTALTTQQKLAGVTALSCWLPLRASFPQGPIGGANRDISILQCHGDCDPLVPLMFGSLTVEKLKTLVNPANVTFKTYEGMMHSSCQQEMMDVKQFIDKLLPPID
GSTO1 inh: counter-screen for RBBP9 inhibitors: inhibitors of human GSTO1. recombinant GSTO1, activity-based probe fluorescence polarization. inhibition, % at 5.96 µM. hit rate 1.1% among 300,000. AID 1974;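 active means inhibition above the campaign mean inhibition plus 3 SD, cut at about 35% in these data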;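 further: 0% = GSTO1-1 with DMSO and 100% = wells lacking GSTO1-1 enzyme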
Target sequence (P78417 whole entry, looked up): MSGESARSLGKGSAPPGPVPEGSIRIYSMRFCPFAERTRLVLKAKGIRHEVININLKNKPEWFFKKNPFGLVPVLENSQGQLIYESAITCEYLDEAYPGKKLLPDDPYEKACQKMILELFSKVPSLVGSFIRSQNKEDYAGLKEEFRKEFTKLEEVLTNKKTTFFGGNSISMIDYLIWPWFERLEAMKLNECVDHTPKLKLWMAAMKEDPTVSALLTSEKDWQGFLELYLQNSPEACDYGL
PME-1 inh: blocks human protein phosphatase methylesterase 1. recombinant PME-1, FP-Rh probe fluorescence polarization. inhibition, % at 5.9 µM. hit rate 0.53% among 320,000. AID 2130;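 active means inhibition above the campaign mean of all compounds plus 3 SD, cut at about 26% in these data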;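 further: competitive labeling of PME-1 active site by serine hydrolase directed probe; 0% = PME-1 with DMSO and 100% = wells lacking PME-1 enzyme; inhibitors block probe labeling so polarization falls and inhibition rises; many of its hits are not listed in these tables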
Fam108B counter: counter-screen for RBBP9 inhibitors: inhibitors of mouse Fam108B; recombinant Fam108B, FP-Rh probe fluorescence polarization; AID 1947; hit rate 0.33% among 300,000; inhibition, % at 9.51 µM;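 active means inhibition above the screen mean inhibition plus 3 SD, computed separately per campaign, cut at about 18% in these data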;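 further: inhibitors lower polarization as less probe binds the enzyme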
pPAFAH FP inh: inhibitors of human plasma PAF acetylhydrolase (pPAFAH). recombinant pPAFAH, FP-rhodamine probe fluorescence polarization. hit rate 1.5% among 330,000. inhibition, % at 3.39 µM. Q13093. AID 463082;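 active means inhibition above the mean inhibition across the screen plus 3 SD, cut at about 25% in these data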;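 further: inhibitors block binding of the rhodamine activity-based probe so polarization drops; 0% = enzyme with DMSO and 100% = wells lacking pPAFAH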
Starred values were filed as active, the others as inactive; . = not tested or not shown. A portion of the library. The share of hits here may be higher or lower than overall.

SMILES | PAFAH1B3 inh | PAFAH1B2 inh | PAD4 FP inh | PAFAH2 inh | LYPLA1 counter | GSTO1 inh | PME-1 inh | Fam108B counter | pPAFAH FP inh
COc1ccccc1N1C(=O)CC(c2ccccc2)CC1=O | -1 | 3 | 0 | 0 | 0 | . | -5 | . | 3
O=C(NNC(=O)c1ccc2c(=O)n3c(nc2c1)CCC3)c1cccc(Cl)c1 | 1 | -2 | -9 | -1 | -6 | -22 | -7 | -2 | 5
O=C(c1cccc(Cl)c1)N1CCN(c2ccccn2)CC1 | 1 | 0 | 2 | 5 | -1 | -2 | -4 | -1 | 3
O=C(COC(=O)C1C2CC3OC(=O)C1C3C2)Nc1ccccc1 (stereo not drawn) | 6 | -2 | 6 | 75* | 1 | 16 | -11 | 1 | 2
Cc1ccc(NC(=O)CCCSc2nc3ccccc3[nH]2)cc1 | 3 | 1 | 0 | -3 | -1 | -2 | 1 | 1 | 1
COc1ccc(N2CCN(C(=O)c3ccc(CSc4ccccc4)cc3)CC2)cc1 | 5 | 26* | 1 | 2 | 3 | 7 | 0 | 1 | 7
Cc1cccc(Nc2nnc(SCC(=O)Nc3ccc(C(=O)O)cc3)s2)c1 | 3 | 2 | -5 | -3 | 2 | -2 | 3 | -1 | 4
COc1ccc(/C(C)=N/NC(=O)CNC(=O)C2COc3ccccc3O2)c(OC)c1 (stereo not drawn) | 3 | 7 | -2 | 3 | -1 | -8 | 1 | 1 | -1
O=C1C=C(NCCN2CCOCC2)C(=O)c2cnccc21 | . | . | 41* | . | -4 | 84* | 12 | 12 | 6
CCn1c(CC(=O)Nc2ccc(C)cc2)nnc1SCC(=O)NCc1ccccc1 | 3 | -5 | 0 | -8 | 4 | -7 | 2 | -2 | 3
COC(=O)C[C@H](NC(=O)Cn1cnc2c(SC)nc(N)nc21)C(=O)OC | 8 | 3 | -2 | 1 | . | . | . | . | 0
CC1Cc2ccccc2N1C(=O)CSC1=NCCS1 (stereo not drawn) | 9 | 3 | 5 | -6 | 2 | -13 | 4 | -1 | 4
O=C1CC(N2CCN(S(=O)(=O)c3ccc([N+](=O)[O-])cc3)CC2)C(=O)N1c1ccccc1F (stereo not drawn) | 5 | 11 | 6 | 1 | -1 | . | 8 | . | 1
CNS(=O)(=O)c1cccc(C(=O)OCC(=O)NC(C)CCc2ccccc2)c1 (stereo not drawn) | 14 | 11 | 7 | 26 | 4 | 7 | 1 | -3 | 3
ONC(=Nc1ccccc1)c1ccccc1Cl | -4 | 3 | 3 | -3 | -1 | 1 | 1 | 0 | 4
Cc1ccc2nc(COc3ccc(Cl)cc3)cc(=O)n2c1 | 2 | 10 | 5 | 1 | 0 | 3 | -3 | 6 | -1
O=C(CSc1ccccc1)N1CCN(S(=O)(=O)c2cccs2)CC1 | -2 | 2 | 0 | 5 | 0 | 0 | -1 | -2 | -1
COc1cccc(C(C2C(=O)CC(C)(C)CC2=O)C2C(=O)CC(C)(C)CC2=O)c1 | 2 | 7 | -7 | 8 | -5 | 10 | 8 | -1 | 5
COC(=O)C1CC(=O)c2sccc2C1 (stereo not drawn) | 12 | 0 | -1 | 2 | -2 | -2 | -3 | -5 | -3
CCOC(=O)c1sc(-c2ccccc2)cc1NC(=O)Nc1ccc([N+](=O)[O-])cc1 | -1 | 1 | -3 | -8 | -1 | -3 | -5 | -1 | 3
CCOc1cc(-c2noc(CCC(=O)NC3CCCCC3)n2)ccc1OC | -1 | -2 | 2 | -1 | 0 | -4 | -2 | -3 | 6
O=C1CSC(=Nc2ccccc2)N1 | 1 | -1 | 1 | 0 | -1 | 8 | 3 | 1 | 4
Cc1nn(-c2ccc(C(=O)NCC(c3ccco3)N3CCCC3)cc2)c(C)c1Cl (stereo not drawn) | 0 | -4 | -5 | -2 | 3 | . | -3 | . | 0
COCc1c(C(=O)N/N=C(\C)c2ccc(Cl)s2)nnn1-c1nonc1N | 2 | -3 | 1 | -1 | -2 | 10 | 0 | 1 | 1
O=C(NC12CC3CC(CC(C3)C1)C2)c1cccnc1Cl | 8 | 6 | -4 | -4 | 0 | 6 | -7 | 5 | 3
O=[N+]([O-])c1ccc(Sc2ccc(F)cc2)nc1 | 0 | 7 | -1 | 5 | 3 | 7 | 1 | 3 | 6
COc1ccccc1/C=N/NC(=O)CC(=O)NCc1cccnc1 | 1 | 4 | -2 | -2 | 3 | 1 | -4 | -3 | 6
CCCNC(=O)COC(=O)c1ccc(S(=O)(=O)N2CCCC2)cc1 | 1 | 2 | -4 | 0 | -3 | 0 | -3 | -3 | 9
CC(=O)c1ccc(N2CCN(S(=O)(=O)c3cn(C)c(C)n3)CC2)cc1 | 0 | 4 | -1 | 1 | 0 | 0 | -4 | 0 | 2
O=C(NC1CCCCCC1)c1ccc2c(=O)n3c(nc2c1)CCCCC3 | 4 | 8 | 1 | 2 | -4 | -7 | 0 | -2 | -3
O=C(NCCN1CCOCC1)c1ccc(Cl)c([N+](=O)[O-])c1 | 6 | 4 | 7 | 5 | -2 | 4 | 1 | -1 | -6
COc1ccc(C(CC(=O)N2CCOCC2)c2c(OC)cc(OC)c3ccc(=O)oc23)cc1 (stereo not drawn) | 2 | -2 | 3 | 4 | 0 | 4 | -4 | 8 | -3
NC(=S)N/N=C/c1ccc2ccccc2c1 | -2 | 4 | -2 | 0 | -3 | 0 | -5 | -2 | -4
COc1ccc(C2=NS(=O)(=O)N(C)C(C(=O)N3CCCCC3)=C2)cc1OC | 1 | 0 | 2 | 1 | -4 | -1 | 0 | -1 | 1
CCCOc1ccccc1C(=O)NCCCC(=O)O | 3 | 5 | 2 | -4 | 4 | -1 | 0 | -5 | -1
COc1cc(OC)cc(C(=O)N[C@H](C(=O)OCC(=O)NC(C)c2ccccc2)C(C)C)c1 (stereo partly drawn) | 8 | -2 | -5 | -1 | -3 | -1 | -11 | -1 | -12
Cc1ccc(C)c(C(=O)COC(=O)C2CCN(c3ccc(C(F)(F)F)cn3)CC2)c1 | 1 | 3 | -3 | -2 | -1 | 2 | -3 | -5 | 4
COc1ccc(C2CC(c3ccc(OC)cc3OC(C)=O)=NN2C(=O)c2ccccc2)cc1 (stereo not drawn) | 1 | -3 | 0 | 0 | -3 | -1 | -2 | 11 | -2
CCOC(=O)c1c(C)[nH]c(C(=O)COC(=O)C2CC2C)c1C (stereo not drawn) | 2 | -3 | -4 | 1 | -1 | -1 | -7 | 0 | 9
CC(C)(O)P(=O)(O)CCc1ccccc1 | 4 | -4 | 0 | 2 | 2 | -2 | 2 | 0 | 1
COc1cc(/C=C/C(=O)OC(C)C(=O)c2ccccc2)cc(OC)c1OC (stereo not drawn) | 4 | 8 | -7 | -6 | 2 | -1 | 3 | -2 | 4
CCC(C)N=Cc1c(NCc2ccco2)nc2c(C)cccn2c1=O (stereo not drawn) | -2 | -4 | -4 | -9 | 0 | -5 | 1 | 0 | 6
COCCNC(=O)CN(c1ccccc1OC)S(C)(=O)=O | 3 | 7 | -1 | 7 | -2 | 7 | -2 | -2 | 0
CC1CCCCC1NC(=O)C1CCN(S(=O)(=O)N2CCCCCC2)CC1 (stereo not drawn) | 8 | 9 | 3 | -3 | 3 | 6 | -10 | -1 | -1
Cc1nnc(SCC(=O)Nc2nc3c(s2)CC(C)CC3)s1 (stereo not drawn) | 2 | 3 | -2 | 2 | 3 | 2 | -6 | -3 | 3
COc1ccc(Cl)cc1NC(=O)C1Cc2cc(S(=O)(=O)N3CCCC3)ccc2N1C(C)=O (stereo not drawn) | 5 | -5 | -1 | -3 | -4 | -4 | 1 | -2 | 1
Cc1ccc(S(=O)(=O)CCC(=O)OCC(=O)Nc2ccc(N3CCOCC3)cc2)cc1 | 5 | 2 | -5 | 7 | 4 | 2 | 2 | -2 | 12
CCn1nc(C(=O)NNC(=O)c2ccc(OC(F)F)cc2)c2ccccc2c1=O | 4 | 4 | -1 | 2 | . | . | . | . | 0

In the list so far, two have a furan ring, fused or not.
SMILES | PAFAH1B3 inh | PAFAH1B2 inh | PAD4 FP inh | PAFAH2 inh | LYPLA1 counter | GSTO1 inh | PME-1 inh | Fam108B counter | pPAFAH FP inh
Cc1nn(-c2ccc(C(=O)NCC(c3ccco3)N3CCCC3)cc2)c(C)c1Cl (stereo not drawn) | 0 | -4 | -5 | -2 | 3 | . | -3 | . | 0
CCC(C)N=Cc1c(NCc2ccco2)nc2c(C)cccn2c1=O (stereo not drawn) | -2 | -4 | -4 | -9 | 0 | -5 | 1 | 0 | 6

Remaining list, next part
SMILES | PAFAH1B3 inh | PAFAH1B2 inh | PAD4 FP inh | PAFAH2 inh | LYPLA1 counter | GSTO1 inh | PME-1 inh | Fam108B counter | pPAFAH FP inh
CC(=O)Nc1ccc(NC(=O)CSc2nnc3ccc(-c4cccnc4)nn23)cc1 | 5 | -1 | -6 | 4 | 5 | -2 | 2 | -2 | 4
Nc1nc2ccc(C(=O)Nc3ccc(N4CCOCC4)cc3)cc2s1 | 6 | 2 | 4 | 0 | . | . | . | . | 3
CN(C)C(CNC(=O)c1ccc(C(F)(F)F)cc1)c1ccco1 (stereo not drawn) | -7 | -3 | -4 | 1 | 1 | -4 | 2 | 2 | -3
CC(C)C[C@H](NC(=O)N1CC(=O)Nc2ccccc21)C(=O)N[C@@H](Cc1c[nH]c2ccccc12)C(=O)O | -1 | 3 | -4 | -2 | -2 | 11 | -2 | -6 | 1
O=C(CNS(=O)(=O)c1ccccc1)OCC(=O)c1ccc(OC(=O)c2ccccc2)cc1 | 4 | -1 | -1 | 0 | 0 | 5 | -3 | 0 | 13
CCCCCCNC(=O)C(C#N)c1nc2ccccc2nc1N1CCOCC1 (stereo not drawn) | -1 | 0 | 4 | 4 | 1 | 8 | 7 | 9 | 1
Cc1ccc(-c2cc(C(=O)N3CCN(c4ccc(F)cc4)CC3)c3ccccc3n2)o1 | 3 | 10 | 1 | -3 | -5 | 3 | -7 | -3 | 9
CCOc1ccc(NC(=O)CN(C)C(=O)CCCOc2ccc(Br)cc2)cc1OCC | -7 | 5 | -1 | -4 | 0 | 5 | -1 | 4 | 3
COc1c(C)cc(C(=O)C2CCCN(C(=O)Cn3ccc(C)n3)C2)cc1C (stereo not drawn) | 0 | 2 | 5 | 3 | -2 | 5 | 3 | 11 | -1
CC1CCC2(CC1)OCC1(CCC3(COC4(CCC(C)CC4)OC3)C1=O)CO2 (stereo not drawn) | 13 | 6 | -6 | -3 | -1 | 0 | -1 | -6 | 1
C=CCn1c(SCC(=O)NNC(=O)Nc2ccc(C)cc2)nnc1-c1ccccc1 | 14 | 4 | -1 | 1 | 2 | -12 | 3 | 2 | 2
CCn1c(SCC(=O)N2CCC(C)CC2)nc2c(c1=O)SCC2 | 6 | -2 | 0 | 0 | -2 | -3 | 3 | 3 | -1
O=C(NC1CCCC1)c1cccc(S(=O)(=O)N2CCOCC2)c1 | 13 | 2 | 2 | 0 | -3 | . | -1 | . | 0
O=C(Nc1ccccc1)C1=C[C@H](c2coc3ccccc3c2=O)C[C@H](OCc2ccc(CO)cc2)O1 | 9 | 7 | 0 | 0 | -3 | 0 | 13 | -3 | 1
CCOc1ccc(-n2c(=S)sc3c(=O)[nH]c(SCC(=O)C(C)(C)C)nc32)cc1 | -1 | 6 | 0 | 13 | 2 | 2 | -1 | 2 | 18
COC(=O)c1cccc(NC(=O)CSc2nc3cccnc3n2C)c1 | 0 | 2 | 4 | -3 | 0 | 3 | -2 | 1 | 4
